SIRT5 block – sirtuin-5 (human) deacylase inhibition; inhibition, % at 15 µM; AID 652115; Purified SirT5, succinyl-peptide AMC, trypsin-coupled fluorescence; Q9NXA8; 330,000 compounds, 1.1% hits; in the data active means inhibition above about 15%; inconclusive means no clear call, values can overlap the other calls
Target sequence (Q9NXA8 whole entry, looked up): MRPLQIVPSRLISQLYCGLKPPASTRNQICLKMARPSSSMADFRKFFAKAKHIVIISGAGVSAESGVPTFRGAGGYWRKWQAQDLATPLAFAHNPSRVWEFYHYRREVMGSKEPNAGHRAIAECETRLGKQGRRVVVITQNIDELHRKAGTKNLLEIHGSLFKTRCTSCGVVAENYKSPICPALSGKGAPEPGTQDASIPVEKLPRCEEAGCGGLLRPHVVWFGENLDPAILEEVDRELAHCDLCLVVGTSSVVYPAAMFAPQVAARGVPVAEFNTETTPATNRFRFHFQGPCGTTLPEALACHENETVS
EWS-Fli block – EWS/Fli transcriptional activity inhibition. inhibition, % at 12.6 µM. 350,000 compounds, 0.67% hits. A673 NR0B1-luciferase reporter, viability-normalised;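 active means mean inhibition of at least 50% after viability correction, with every replicate also passing that limit; inconclusive means mean reaches 50% but only one of two replicates passes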;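 further: firefly luciferase signal divided by Alamar Blue viability fluorescence both relative to DMSO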
Casp6 inh – caspase-6 (human) enzyme inhibition. purified caspase-6, Z-VEID-R110 cleavage fluorescence. inhibition, % at 12.5 µM. 350,000 compounds, 0.53% hits. AID 686996;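 active means mean inhibition across replicates at least about 35%, with every replicate also reaching that limit, limit read from the data; inconclusive means only one of the two criteria met; inactive means neither criterion met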;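 further: 0% = median of neutral control wells and 100% = no fluorescence left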
Target sequence (P55212 24-179 limits assumed): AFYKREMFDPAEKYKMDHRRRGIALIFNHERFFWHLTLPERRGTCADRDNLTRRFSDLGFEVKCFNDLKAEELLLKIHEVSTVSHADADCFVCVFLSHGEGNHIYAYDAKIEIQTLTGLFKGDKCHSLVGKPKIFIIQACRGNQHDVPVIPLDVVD
Target sequence (P55212 194-293 limits assumed): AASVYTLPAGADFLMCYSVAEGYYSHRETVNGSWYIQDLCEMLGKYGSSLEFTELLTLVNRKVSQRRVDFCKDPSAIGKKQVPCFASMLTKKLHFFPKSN
LGR2 inh – inhibitors of bursicon-induced Drosophila LGR2 receptor cAMP signaling; inhibition, % at 9.99 µM; AID 720647; 380,000 compounds, 0.35% hits; HEK293 LGR2, CRE-luciferase, bursicon-stimulated, 4 h;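 active means drop in luminescence signal, shown as inhibition above about 50% in the replicate tests, limit read from the data, passing the limit was not always enough; inconclusive means probably only some replicates passing the limit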;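 further: agonist challenge used bursicon conditioned medium at about half maximal strength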
ARNT TACC3 PPI – disruptors of human ARNT/TACC3 interaction; AlphaScreen His-ARNT PAS-B/GST-TACC3 binding, luminescence; TACC3 fragment carries E629A point mutation; inhibition, % at 9.99 µM; 390,000 compounds, 0.66% hits;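 active means mean inhibition of replicates at least 50% and at least half of replicates each reaching 50%; inconclusive means half or more replicates reach 50% but mean below 50%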;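 further: 0% = complete ARNT plus TACC3 wells and 100% = ARNT alone without TACC3; many hits fall short of the cut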
PAX8 reporter – PAX8 transcriptional activity inhibition; inhibition, % at 12.6 µM; 360,000 compounds, 1.2% hits; AID 652154; RMG-I TPO-luciferase reporter, SteadyGlo, 24 h;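 active means mean replicate inhibition at least 60% with every replicate also reaching 60%; inconclusive means only one of the two criteria is met; inactive means mean below 60% and not all replicates reaching 60%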;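 further: luciferase light reporting Pax8 driven TPO promoter activity; plate controls were median of neutral control wells for no effect and mitoxantrone controls for full effect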
DENV2 CPE rescue – inhibitors of DENV2 cytopathic effect; CPE inhibition, % at 9.99 µM; DENV2-infected cells, cytopathic effect rescue, plate reader; 350,000 compounds, 1.7% hits; in the data active means CPE inhibition above about 20%, passing the limit was not always enough; inconclusive means no clear call, values can overlap the other calls; tested in BHK-21 cells;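 further: 0% = median of neutral control wells and 100% = median of positive control wells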
Numbers without * were called inactive; ? = inconclusive; nt = not tested or not shown.

The opening 4 compounds, to show the layout:
1	COCCNC(=S)N(C)[C@H]1C[C@H]2c3[nH]c4c(-c5ccc6c(c5)OCO6)cccc4c3CCN2C(=O)[C@H]1[C@H](C)O
2	COc1cccc(-c2ccc([C@H]3[C@H](CO)N4CCCCN(S(=O)(=O)c5cccs5)C[C@@H]34)cc2)c1
3	CCN(CC)S(=O)(=O)c1ccc(N2CCOCC2)c(NC(=O)COc2ccc(Cl)cc2)c1
4	Cc1cc(S(=O)(=O)Nc2cccc(Cl)c2)c(C)s1

Compound	1	2	3	4
SIRT5 block	-1	8	-5	-3
ARNT TACC3 PPI	nt	22	3	0
DENV2 CPE rescue	-4	-3	9	5
PAX8 reporter	-12	9	-27	-16
LGR2 inh	-8	4	-4	4
Casp6 inh	-2	2	-4	7
EWS-Fli block	-11	9	-6	-1

The whole of this part (from the top)
1	COCCNC(=S)N(C)[C@H]1C[C@H]2c3[nH]c4c(-c5ccc6c(c5)OCO6)cccc4c3CCN2C(=O)[C@H]1[C@H](C)O
2	COc1cccc(-c2ccc([C@H]3[C@H](CO)N4CCCCN(S(=O)(=O)c5cccs5)C[C@@H]34)cc2)c1
3	CCN(CC)S(=O)(=O)c1ccc(N2CCOCC2)c(NC(=O)COc2ccc(Cl)cc2)c1
4	Cc1cc(S(=O)(=O)Nc2cccc(Cl)c2)c(C)s1
5	COc1ccccc1NC(=O)COc1ccccc1
6	Cc1cc(C)c(S(=O)(=O)N2CCCC(C(=O)NCc3ccncc3)C2)c(C)c1 (stereo not given)
7	CCc1noc(C)c1C(=O)Oc1ccc(N(C)S(=O)(=O)c2ccccc2)cc1
8	CCCCNS(=O)(=O)c1ccc(NC(=O)c2cccs2)cc1

Compound	1	2	3	4	5	6	7	8
SIRT5 block	-1	8	-5	-3	2	6	12	-8
ARNT TACC3 PPI	nt	22	3	0	-4	-2	1	2
DENV2 CPE rescue	-4	-3	9	5	-7	9	1	nt
PAX8 reporter	-12	9	-27	-16	nt	9	14	-5
LGR2 inh	-8	4	-4	4	-16	9	-1	-8
Casp6 inh	-2	2	-4	7	1	5	-3	1
EWS-Fli block	-11	9	-6	-1	1	-5	1	0

9	Cc1ccc(C)c(N2CCN(C(=S)Nc3ccc4nc(N5CCOCC5)cc(C)c4c3)CC2)c1
10	CC(C)NC(=O)COC(=O)c1cc(=O)[nH]c2ccccc12
11	CCCOCc1ccc(O)c2ncccc12
12	COc1ccc(CNS(=O)(=O)c2c(C(=O)N3CCCCCC3)c(C)n(C)c2C)cc1
13	COc1ccc(NC(=O)COC(=O)CNS(=O)(=O)/C=C/c2ccccc2)cc1OC
14	COc1ccc(CNC(=O)CCCn2nc([N+](=O)[O-])cc2C)cc1
15	C[C@H](O)[C@@H]1C(=O)N2CCc3c([nH]c4c(-c5ccccc5)cccc34)[C@@H]2C[C@@H]1N(C)CC1CCCCC1
16	COc1ccc(C(O)c2nc(-c3cc(F)cc(Cl)c3)cs2)cc1 (stereo not given)

Compound	9	10	11	12	13	14	15	16
SIRT5 block	nt	4	-5	1	-4	-5	-1	1
ARNT TACC3 PPI	-18	-1	36	-4	3	26	nt	nt
DENV2 CPE rescue	nt	1	3	-3	4	-1	?	-5
PAX8 reporter	8	nt	31	-1	-1	-18	-2	5
LGR2 inh	39	-11	11	-5	-5	-4	21	4
Casp6 inh	nt	3	2	1	2	-1	-4	4
EWS-Fli block	nt	18	30	nt	-1	3	6	-5

Reprinted from the part before: 4 compounds, then new ones.
13	COc1ccc(NC(=O)COC(=O)CNS(=O)(=O)/C=C/c2ccccc2)cc1OC
14	COc1ccc(CNC(=O)CCCn2nc([N+](=O)[O-])cc2C)cc1
15	C[C@H](O)[C@@H]1C(=O)N2CCc3c([nH]c4c(-c5ccccc5)cccc34)[C@@H]2C[C@@H]1N(C)CC1CCCCC1
16	COc1ccc(C(O)c2nc(-c3cc(F)cc(Cl)c3)cs2)cc1 (stereo not given)
17	CCCCc1nc(NCCO)c(C#N)c2c1CCCC2
18	CCn1cc(S(=O)(=O)c2ccc(OC)cc2)c(=O)c2cc(OC)ccc21
19	C[C@H]1CN([C@@H](C)CO)C(=O)Cc2cc(NC(=O)Cn3cnnn3)ccc2O[C@@H]1CN(C)Cc1ccc(Oc2ccccc2)cc1
20	C[C@@H]1CN([C@@H](C)CO)S(=O)(=O)c2ccc(-c3ccccc3)cc2O[C@@H]1CN(C)Cc1cccc(F)c1
21	Cc1ccc(S(=O)(=O)/N=C(\Nc2cc(C)on2)c2ccc(Cl)cc2)cc1
22	COc1ccc(S(=O)(=O)Nc2ccc3c(c2)C(=O)N([C@H](C)CO)C[C@H](C)[C@H](CN(C)Cc2ccccc2)O3)cc1
23	Cc1ccc(S(=O)(=O)N2CCN(C(=O)CCOc3ccccc3C)CC2)cc1C
24	COc1ccc2c(C)c(CC(=O)N3CCN(C(=O)C4COc5ccccc5O4)CC3)c(=O)oc2c1C (stereo not given)

Compound	13	14	15	16	17	18	19	20	21	22	23	24
SIRT5 block	-4	-5	-1	1	-3	-3	3	4	2	0	2	-4
ARNT TACC3 PPI	3	26	nt	nt	-3	-8	-7	-7	-4	-8	1	2
DENV2 CPE rescue	4	-1	?	-5	5	-3	0	-10	10	4	-1	3
PAX8 reporter	-1	-18	-2	5	-14	0	12	nt	-14	nt	7	5
LGR2 inh	-5	-4	21	4	18	14	1	7	-7	5	1	-10
Casp6 inh	2	-1	-4	4	3	2	3	-2	0	nt	1	-4
EWS-Fli block	-1	3	6	-5	1	-14	-19	24	-6	-1	6	-15

25	S=C(NNc1ccnc2cc(Cl)ccc12)Nc1ccc(Cl)cc1Cl
26	COc1ccc(CN(CC(=O)NCc2ccccc2)C(=O)CCC(=O)Nc2nccs2)cc1
27	CN(C(=O)COC(=O)C1COc2ccccc2O1)C1(C#N)CCCCC1 (stereo not given)
28	CC(=O)Oc1ccc(/C=N/NS(=O)(=O)c2ccccc2)cc1
29	CN1CCc2c(sc(N)c2C(=O)c2ccc(Cl)cc2)C1
30	CC(C)CC1=C/C(=C/c2ccc(-c3ccccc3)o2)C(=O)O1
31	O=C(CN1C(=O)NC(Cc2c[nH]c3ccccc23)C1=O)Nc1ccc(F)cc1F (stereo not given)
32	Cc1ccc(S(=O)(=O)NC2=NCN(C(C)C)CN2)cc1

Compound	25	26	27	28	29	30	31	32
SIRT5 block	7	-5	0	-2	2	1	1	-1
ARNT TACC3 PPI	-11	nt	nt	4	0	2	0	-3
DENV2 CPE rescue	-1	-2	-4	?	-8	2	-2	1
PAX8 reporter	23	2	7	-8	4	-9	5	-16
LGR2 inh	-13	3	-10	-27	7	nt	4	-15
Casp6 inh	3	1	4	-1	8	30	1	0
EWS-Fli block	20	3	2	18	-9	5	11	1

33	Cc1ccc(S(=O)(=O)NC[C@@H]2CC[C@@H]3[C@@H](CN3Cc3ccccc3C(=O)O)O2)cc1
34	O=C(O)[C@@H]1[C@@H](CO)[C@@H]2Cn3c(cccc3=O)[C@@H]2N1C(=O)NC1CCCC1
35	COc1cc(N(C)C)ccc1C=c1c2ccccc2n2c1cc(-c1ccccc1)[n+]2C
36	COc1ccc(NC(=O)Nc2ccc(F)cc2F)cc1
37	CCOc1cc(N2CCOCC2)c(OCC)cc1NC(=O)c1c(-c2ccccc2)noc1C
38	C[C@@H]1CN([C@H](C)CO)C(=O)c2cc(C#CC3CCCCC3)cnc2O[C@@H]1CN(C)S(C)(=O)=O
39	Cc1ccc(NC(=O)C2(C)CCN2CCc2ccccc2)cc1 (stereo not given)
40	O=C(O)CSc1ccc(NC(=O)Nc2ccccc2F)cc1

Compound	33	34	35	36	37	38	39	40
SIRT5 block	5	nt	4	4	0	-1	nt	-1
ARNT TACC3 PPI	nt	1	41*	-2	12	1	nt	nt
DENV2 CPE rescue	1	2	10	5	-4	0	5	-5
PAX8 reporter	nt	nt	88*	-189	4	-15	12	3
LGR2 inh	nt	22	79*	-52	-10	3	5	15
Casp6 inh	1	2	61*	3	5	2	0	5
EWS-Fli block	-1	-2	36	-109	-2	-5	5	-6

41	O=C(CCC1CCN(Cc2ccc(C#CCCO)cc2)CC1)NC1CC1
42	Cn1cnnc1SCC(=O)Nc1ccc2nc(SCc3ccccc3F)sc2c1
43	O=C(COc1ccccc1Cl)Nc1ccc(NC(=O)c2ccco2)cc1
44	O=C(COc1ccc2ccccc2c1)NNC(=O)c1cnccn1
45	COc1ccc(-n2cc(-c3ccccc3)[n+]3c2CCCCC3)cc1
46	COc1ccc(C(=O)NC(=S)Nc2cccc3ncccc23)cc1[N+](=O)[O-]
47	C[C@@H]1CN([C@H](C)CO)S(=O)(=O)c2ccc(C3=CCCCC3)cc2O[C@@H]1CN(C)C(=O)Cc1ccncc1
48	O=C(C[C@H]1C=C[C@H](NC(=O)Nc2ccccc2F)[C@H](CO)O1)NCc1ccc(F)cc1

Compound	41	42	43	44	45	46	47	48
SIRT5 block	-4	-1	1	nt	-4	-2	5	9
ARNT TACC3 PPI	-3	-7	nt	4	-6	5	0	-7
DENV2 CPE rescue	0	-1	4	nt	1	-3	3	nt
PAX8 reporter	19	nt	-14	2	38	19	25	-10
LGR2 inh	0	-81	-13	-20	27	-6	4	10
Casp6 inh	-2	0	-3	nt	-4	1	-3	-1
EWS-Fli block	13	-97	-57	nt	22	nt	23	-11

49	Cc1nc(SCC(=O)NCC2CCCO2)c2oc3ccccc3c2n1 (stereo not given)
50	COc1cccc(C(=O)Nc2ccc3c(c2)OCO3)c1OC
51	Cc1cccc(N(CC(=O)NCc2ccc(F)cc2)C(=O)c2ccco2)c1
52	Cc1noc(C)c1S(=O)(=O)N(C)C[C@@H]1OCCCC[C@@H](C)Oc2ccc(NC(=O)C3CCCCC3)cc2C(=O)N([C@@H](C)CO)C[C@@H]1C
53	COc1ccc2c3c([nH]c2c1)[C@H](CO)N(C)CC31CCN(C(=O)CN(C)C)CC1
54	CN(C)C(=O)C[C@H]1C=C[C@@H](NC(=O)C2CCOCC2)[C@@H](CO)O1
55	CO[C@H]1CN(C)C(=O)c2cc(NC(C)=O)ccc2OC[C@H](C)N(C(=O)c2cnccn2)C[C@H]1C
56	COc1ccc(S(=O)(=O)Nc2ccc3c(c2)[C@@H]2C[C@@H](CC(=O)NCC4CC4)O[C@@H](CO)[C@@H]2O3)cc1

Compound	49	50	51	52	53	54	55	56
SIRT5 block	1	0	-1	3	-3	-3	0	1
ARNT TACC3 PPI	13	1	-2	-3	nt	nt	1	-4
DENV2 CPE rescue	-1	0	-5	3	3	4	?	4
PAX8 reporter	nt	-167	0	4	nt	nt	9	24
LGR2 inh	-5	-62	-5	12	-12	-3	2	24
Casp6 inh	0	0	-1	1	-29	1	nt	-2
EWS-Fli block	7	-94	4	4	8	-1	2	0

57	COC(=O)c1cc(NC(=O)c2ccc(OC)cc2)c(=O)oc1C
58	COc1ccc(N=Nc2ccc(CO)cc2)cc1
59	CN(C)CCCNc1nc(-c2ccc(Cl)cc2)nc2ccccc12
60	COc1ccc(S(=O)(=O)N(C)C[C@H]2OCCCC[C@H](C)Oc3ccc(NC(=O)Nc4c(C)noc4C)cc3C(=O)N([C@H](C)CO)C[C@H]2C)cc1
61	C[C@H](CO)N1C[C@H](C)[C@H](CN(C)C(=O)c2ccccc2)Oc2ncc(C#Cc3ccccc3)cc2C1=O
62	CCOC(=O)c1cnc2c3c(noc13)CCC2
63	Cc1ccc(S(=O)(=O)Nc2cccc3c2O[C@H](CN(C)S(=O)(=O)c2c(C)noc2C)[C@@H](C)CN([C@H](C)CO)C3=O)cc1

Compound	57	58	59	60	61	62	63
SIRT5 block	-2	-1	-1	-1	1	nt	-3
ARNT TACC3 PPI	-6	-12	1	2	5	nt	nt
DENV2 CPE rescue	-1	1	-25	-11	12	nt	1
PAX8 reporter	-46	-134	17	-21	-4	6	-27
LGR2 inh	-41	12	-4	1	-18	18	1
Casp6 inh	3	-1	-13	-3	1	0	-2
EWS-Fli block	-7	-50	-29	-9	-2	-3	nt

Screens (PubChem)

The order is random; 4.9% or so of the library scored in one or more.
